# High-throughput results as filed in PubChem BioAssay.
# H1N1 NS1A inhibition = NS1A inhibition, H1N1 influenza, cell based functional assay (AID 504329); NS1A functional cell-based assay, percent inhibition; higher % means a stronger effect; inhibition, % at 12.5 µM, or IC50 in µM where a hit was titrated; actives 0.3% (n = 340,000); in the data active = a potency from the dose series; inconclusive = inhibition above about 27% without an active follow-up result; note: strong numbers were not always called active
# H37Rv inhibition = M. tuberculosis growth inhibition, HTS (AID 449762); inhibition, % at 25 µM; hits with a dose series show IC50 in µM; actives 0.59% (n = 330,000); M. tuberculosis H37Rv growth inhibition, 7H9 media; higher % means a stronger effect; in the data active = a potency from the dose series; inconclusive = inhibition above about 70% without an active follow-up result;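 note: bacterial growth assessed after seven days of incubation; strong numbers were not always called active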
# PhoP GFP inhibition = Inhibition of PhoP regulon, Salmonella typhi GFP reporter cells, confirmation, 4 h (AID 1850) | Salmonella Typhi PhoP-promoter GFP reporter, fluorescence, 4 h; higher % means a stronger effect | inhibition, % at 50 µM; hits with a dose series show IC50 in µM | actives 0.33% (n = 310,000); in the data active = a potency from the dose series; inconclusive = inhibition mostly from about 25% at the one dose, without a potency; inactive = the rest, 99 in 100 with inhibition below about 19%;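 note: 0% = induced wells with vehicle and 100% = uninduced wells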
# VEEV TC-83 Vero = inhibitors of VEEV TC-83 cytopathic effect, confirmation, Vero cells (AID 588727); Vero cells, VEEV TC-83 cytopathic effect inhibition; higher % means a stronger effect; inhibition, % at 20 µM; hits with a dose series show IC50 in µM; actives 0.13% (n = 350,000); in the data active = a potency from the dose series; inconclusive = inhibition mostly from about 14% at the one dose, without a potency; inactive = the rest, 99 in 100 with inhibition below about 12%; note: strong numbers were not always called active
# tuberculosis growth = growth inhibition of non-replicating M. tuberculosis (AID 488890) | Mycobacterium tuberculosis non-replicating, growth inhibition; higher % means a stronger effect | inhibition, % at 25 µM; hits with a dose series show IC50 in µM | actives 0.39% (n = 320,000); in the data active = a potency from the dose series; inconclusive = inhibition mostly from about 82% at the one dose, without a potency; inactive = the rest, 99 in 100 with inhibition below about 76%;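 note: plate controls were DMSO cells for no effect and high antibiotic wells for full effect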
# VEEV TC-83 Vero 10K pilot screen = recorded beside VEEV TC-83 Vero, whose call it bears; inhibition, %; measured here: 10K pilot screen inhibition
# * = called active by the depositor; i = inactive; ? = inconclusive; · = not tested or not shown.
SMILES,H1N1 NS1A inhibition,H37Rv inhibition,PhoP GFP inhibition,VEEV TC-83 Vero,tuberculosis growth,others
COc1ccc(C(=O)N2CCOC2CNC(=O)C(=O)NCc2ccc(F)cc2)cc1 (stereo not given),-6%,-3%,-5%,0.1%,17%,
O=C(NC1CCCCCC1)C1CCN(S(=O)(=O)c2cnc[nH]2)CC1,2%,-6%,10%,0.1%,1%,
N=c1c(S(=O)(=O)c2ccc(Cl)cc2)cc2c(=O)n3ccccc3nc2n1CC1CCCO1 (stereo not given),-7%,1%,-13%,0.4%,-3%,
CCn1nnnc1SCC(=O)c1ccc(C)cc1C,6%,-2%,-7%,1.8%,54%,
NC(=O)C1CC(=O)N(c2ccc(OCc3ccc([N+](=O)[O-])cc3)cc2)C1 (stereo not given),-18%,-3%,-11%,i,16%,
Cc1nnc2sc(SCC(=O)Nc3ccc(Br)cc3)nn2c1=O,24%,-1%,9%,1.6%,-5%,
COc1cccc(Oc2ccc(C(F)(F)F)cc2NC(=O)c2cccc(F)c2)c1,-2%,6%,-9%,i,12%,
O=C(O)c1ccc(N=Cc2c(O)ccc3oc4c(c23)CCCC4)cc1,-14%,5%,-1%,1.8%,50%,
Cn1ncc(Cl)c1C(=O)NCc1ccco1,-8%,-1%,3%,0.3%,1%,
CC(=O)SCC(C)C(=O)NCc1ccccc1 (stereo not given),1%,-4%,-5%,i,31%,

# Five structures already listed, sorted by SMILES length, low to high:
SMILES,H1N1 NS1A inhibition,H37Rv inhibition,PhoP GFP inhibition,VEEV TC-83 Vero,tuberculosis growth,others
CCn1nnnc1SCC(=O)c1ccc(C)cc1C,6%,-2%,-7%,1.8%,54%,
Cc1nnc2sc(SCC(=O)Nc3ccc(Br)cc3)nn2c1=O,24%,-1%,9%,1.6%,-5%,
O=C(O)c1ccc(N=Cc2c(O)ccc3oc4c(c23)CCCC4)cc1,-14%,5%,-1%,1.8%,50%,
COc1cccc(Oc2ccc(C(F)(F)F)cc2NC(=O)c2cccc(F)c2)c1,-2%,6%,-9%,i,12%,
NC(=O)C1CC(=O)N(c2ccc(OCc3ccc([N+](=O)[O-])cc3)cc2)C1 (stereo not given),-18%,-3%,-11%,i,16%,

# New compounds follow:
SMILES,H1N1 NS1A inhibition,H37Rv inhibition,PhoP GFP inhibition,VEEV TC-83 Vero,tuberculosis growth,others
Cc1[nH]c2ccccc2c1C(=O)C(=O)N1CCN(c2cccc(Cl)c2)CC1,-1%,14%,12%,5.3%,32%,
Cc1noc(C)c1S(=O)(=O)N1CCC(C(=O)Nc2ccc(Br)cc2)CC1,-6%,10%,1%,1.1%,-15%,
CCCCCc1cc(=O)oc2c(C(CCN3CCN(c4ccccc4)CC3)c3ccc(N(C)C)cc3)c(OC)cc(OC)c12 (stereo not given),-12%,4%,2%,i,56%,
CCOC(=O)c1ccc(N2C(=O)C(CC(N)=O)N(NC(=O)c3cccc(F)c3)C2=S)cc1 (stereo not given),-1%,1%,-2%,2.2%,-5%,
CC(=O)c1cn(CCOc2cc(C)ccc2C)c2ccccc12,-13%,-3%,-4%,0.1%,54%,
C=CCC(NCc1ccco1)c1ccc(OC)cc1OC (stereo not given),·,5%,19%,·,-1%,
CC(C)CCN(C(=O)c1csnn1)C(C(=O)NC1CCCCC1)c1ccc(F)cc1 (stereo not given),5%,1%,9%,0.6%,29%,
COc1ccc(C2CC(=O)C3=C(C2)Nc2ncnn2C3c2ccccc2C)cc1 (stereo not given),10%,-7%,10%,5.8%,36%,
CN(C)c1ccc(CNC(=O)C2CCC(CNc3c(N4CCCCC4)c(=O)c3=O)CC2)cc1 (stereo not given),0%,-9%,-16%,0.3%,-5%,
CCN(CC)CCCN(Cc1cc2cc3c(cc2[nH]c1=O)OCCO3)C(=O)Nc1ccc(F)cc1,-8%,-4%,-2%,0.4%,-3%,

# Of the compounds above, these have an aryl thioether with sulfur outside any ring:
SMILES,H1N1 NS1A inhibition,H37Rv inhibition,PhoP GFP inhibition,VEEV TC-83 Vero,tuberculosis growth,others
CCn1nnnc1SCC(=O)c1ccc(C)cc1C,6%,-2%,-7%,1.8%,54%,
Cc1nnc2sc(SCC(=O)Nc3ccc(Br)cc3)nn2c1=O,24%,-1%,9%,1.6%,-5%,

# (listing goes on)
SMILES,H1N1 NS1A inhibition,H37Rv inhibition,PhoP GFP inhibition,VEEV TC-83 Vero,tuberculosis growth,others
S=C(NCCC(c1ccccc1)c1ccccc1)Nc1ccccc1Cl,2%,2%,-1%,0.6%,56%,
COc1ccccc1N1C(=O)NC(=O)/C(=C/c2ccc([N+](=O)[O-])s2)C1=O,·,>100µM*,1%,i,?,
COc1ccnc(Oc2cccc(C(F)(F)F)c2)c1C(=O)N/C=N/OCc1ccccc1F,-2%,-2%,15%,7.6%,-3%,
CCC1CCCCN1C(=O)CCn1c(=O)oc2ccccc21 (stereo not given),2%,-4%,2%,1.1%,53%,VEEV TC-83 Vero 10K pilot screen=0.4
O=C(c1cccc(OCc2ccccc2)c1)N1CCOCC1,1%,-15%,22%,0.0%,-12%,
Cc1ccc2c(C)c3ccc4ccccc4c3c[n+]2c1,-22%,·,·,0.9%,·,
Cc1cccc(Oc2ccccc2NC(=O)CSCC(=O)Nc2cc(C)on2)c1,-6%,·,·,12%,·,
NC(=S)NN=C(Cc1ccccc1)Cc1ccccc1,-2%,?,10%,4.6%,?,
N#CCN1CCC/C1=C\[N+](=O)[O-],-2%,-3%,7%,0.7%,11%,
Cc1cccc(N2C(=O)CC(Sc3nccc(C)n3)C2=O)c1 (stereo not given),-27%,2%,7%,1.1%,29%,
Cc1cc(C)n(C(=O)c2cccc(S(=O)(=O)N3CCOCC3)c2)n1,1%,-10%,-5%,5.4%,-7%,
COc1ccc(C)cc1NC(=O)CCNC(=O)Cn1cnc2ccccc2c1=O,10%,2%,-5%,i,-11%,
CC(C)Nc1nnc(SCC(=O)Nc2ccc3c(c2)C(=O)c2ccccc2C3=O)s1,3%,-8%,-2%,13%,21%,
O=c1c(O)c(-c2ccccc2)oc2cc(O)cc(O)c12,-13%,0%,·,0.2%,46%,
O=C(CSc1n[nH]c(-c2cccs2)n1)N1CCCC1,2%,-6%,·,0.3%,6%,
Nc1nnc(C(c2ccccc2)c2ccccc2)s1,0%,-8%,0%,1.2%,-4%,
COc1cc(NC(=O)COc2cc(O)c3c(c2)OC(C)(C)CC3=O)cc(OC)c1,15%,-7%,3%,7.3%,32%,
COc1cccc(-c2nc(CS(=O)(=O)CC(=O)NCc3ccc4c(c3)OCO4)c(C)o2)c1,2%,-3%,-3%,0.1%,-2%,
COc1ccccc1C(=O)C1CCCN(C(=O)C2CCCC2)C1 (stereo not given),11%,6%,-11%,i,1%,
O=C(CNC(=O)c1cccc(F)c1)N/N=C/c1cccc([N+](=O)[O-])c1,-2%,4%,-6%,0.4%,35%,
Nc1ccc(C(=O)N/N=C2/CN3CCC2CC3)cc1,-5%,-2%,2%,i,58%,
COc1ccc([C@H]2CC(=O)C=C(c3ccc(OC(F)(F)F)cc3)C2)cc1,-8%,?,·,1.1%,9%,
NC(=O)C(Cc1ccccc1)NS(=O)(=O)c1ccc(N2CCCC2=O)cc1 (stereo not given),-6%,-21%,12%,i,-4%,
CCOC(=O)c1ccc(NS(=O)(=O)c2ccc3c(c2)NC(=O)CCS3)cc1,7%,7%,2%,4.1%,0%,
COc1ccccc1C(=O)NC(=O)COC(=O)c1ncc(Cl)c(Cl)c1Cl,-1%,0%,12%,1.6%,63%,
CCCN(CCC)C(=S)Nc1cc(C(=O)OC)ccc1C(=O)OC,6%,-4%,6%,i,72%,
CC(=O)Nc1ccc(S(=O)(=O)NNC(=O)C(=O)NNc2ccccn2)cc1,1%,2%,0%,0.8%,-6%,
S=C(NC1CCCCC1)N1CCn2cccc2C1c1ccncc1 (stereo not given),-1%,4%,7%,1.2%,2%,
COc1ccc(-c2cc(=O)c3c(O)c(OC)c(OC)c(OC)c3o2)cc1,-17%,·,·,3.3%,·,
O=C(O)CCC(=O)Nc1cccc(-c2nc3ccccc3o2)c1,18%,8%,6%,8.9%,20%,
CCCn1nc(NS(=O)(=O)c2cccc3nonc23)c2cc3cc(C)ccc3nc21,-66%,1%,5%,0.4%,25%,
Cc1ccc(NC(=O)c2cc(S(=O)(=O)N3CCc4ccccc43)cn2C)cc1,9%,-6%,4%,1.0%,8%,
CC1(C)C=Cc2c(c3ccccc3[nH]c2=O)O1,-4%,4%,-1%,0.4%,5%,
CCN1C(=C(C#N)C#N)C=Cc2cc(C)ccc21,1%,13%,-11%,2.0%,-11%,
CCOC(=O)N1CCN(C(=O)CNC(=O)c2nn(-c3ccc(OC)cc3OC)c(=O)c3ccccc23)CC1,8%,0%,0%,1.6%,-22%,
COc1cccc(C(=O)O/N=C(\N)c2ccccn2)c1,0%,49%,4%,2.6%,1%,
C[C@@H]1NC(=O)[C@H](CCCN=C(N)N)NC(=O)c2cc([N+](=O)[O-])cc(I)c2NCCC[C@@H](C(N)=O)NC1=O,6%,21%,6%,0.6%,78%,
Cc1nnc(SCC(=O)Nc2ccc(S(=O)(=O)Nc3ccc(Cl)nn3)cc2)s1,-4%,0%,1%,0.7%,17%,
Cc1cc(C(=O)NNC(=O)/C=C/c2ccccc2Cl)c(C)o1,-6%,-5%,-11%,4.9%,-3%,
CC(=O)N1CCN(C(=O)c2ccc(Cl)c(S(=O)(=O)N3CCc4ccccc43)c2)CC1,-11%,7%,·,i,-1%,
CC(C)c1ccc(/C=N/NC(=O)CC(=O)NCc2ccccc2)cc1,3%,-3%,9%,1.7%,-6%,
Cc1[nH]c2ccccc2c1Cc1nnc(SCC(N)=O)o1,-4%,-8%,-20%,i,-1%,
O=C(N/N=C/c1c(O)n(Cc2ccccc2)c(=O)[nH]c1=O)c1ccccc1,10%,7%,-10%,0.3%,32%,
Clc1ccc(Cl)c2sc(N3CCOCC3)nc12,10%,5%,5%,6.8%,-7%,
CC(C)c1cccc(-c2ccc3c(c2)S(=O)(=O)c2cccc(C(=O)NCc4ccccc4Cl)c2C3=O)c1,3%,-2%,·,0.4%,4%,VEEV TC-83 Vero 10K pilot screen=0.8
O=C(OCC(=O)N1CCOCC1)c1ccccc1Cc1ccccc1,8%,0%,-26%,0.1%,26%,
CC(C)C1=NN(C(=O)c2cccnc2)C(O)(C(F)(F)F)C1 (stereo not given),-17%,4%,-4%,0.6%,-24%,
FC(F)(F)c1ccc(CN2CCNCC2)cc1,-3%,-2%,5%,1.0%,-16%,
Cc1ccc2cc([N+](=O)[O-])ccc2n1,·,-1%,-9%,0.2%,0%,
CCOC(=O)CSc1ncnc2c1cnn2-c1ccc(C)cc1,-2%,?,-7%,i,?,
# Additional compounds:
SMILES,H1N1 NS1A inhibition,H37Rv inhibition,PhoP GFP inhibition,VEEV TC-83 Vero,tuberculosis growth,others
CN(Cc1ccc(F)cc1)C(=O)c1cccc(S(=O)(=O)N2CCN(c3ccc(F)cc3)CC2)c1,1%,3%,1%,3.0%,0%,
Cn1c(N)c(C(=O)Nc2cccc(Cl)c2)c(=O)n(C)c1=O,0%,9%,6%,0.1%,-20%,
CC1CC(=NNC(=O)C2COc3ccccc3O2)CC(C)(C)C1 (stereo not given),-4%,-7%,·,0.3%,9%,
COc1ccc(/C=N/NC(=S)Nc2ccccc2)cc1COc1ccc(F)cc1F,-6%,10%,-2%,3.1%,1%,
COc1ccc(-c2noc(CCCOc3ccccc3)n2)cc1OC,-3%,2%,6%,2.4%,12%,
CC(C)=CCN1CCN(Cc2cnc(C)s2)CC1CCO (stereo not given),-1%,2%,-6%,i,15%,
O=C1N=c2ccccc2=C1c1sc(=S)n(Cc2ccccc2Cl)c1O,17%,2%,6%,?,·,
COCC(C)N1CCC(Oc2ccc(C(=O)NCc3ccccn3)cc2)CC1 (stereo not given),10%,4%,0%,i,-3%,
Cc1oc(-c2ccccc2Cl)nc1CSCC(=O)N1CCCC1,6%,12%,2%,2.3µM*,4%,
CC1CCN(C(=O)CCC(=O)N2CC(C)Oc3ccccc32)CC1 (stereo not given),-1%,-7%,-6%,1.3%,25%,
Cc1ccc(C(=O)NCCCN2CCOCC2)cc1S(=O)(=O)N1CCCCC1,-5%,·,·,1.5%,·,
COc1ccc(CN(C(=O)CSc2nnc(-c3ccc(OC)c(OC)c3)o2)c2ccc(F)cc2)cc1,1%,-6%,1%,4.8%,28%,
Cc1cc(C)cc(OCC(=O)NNC(=O)c2ccccn2)c1,-5%,?,·,2.8%,?,
COc1ccccc1C(=O)Nc1ccc2c(c1)OCCO2,0%,0%,3%,6.4%,-4%,
CC1(C(=O)N2CCN(C(=O)c3ccco3)CC2)CC1(Br)Br (stereo not given),-4%,-5%,0%,1.9%,10%,
